Nrf2 activator = activators of Nrf2 (ARE) signaling; AID 624171; AREc32 ARE-luciferase reporter (MCF7-derived line), luminescence, 24 h; 0.31% of 410,000 active; Potency, µM (highest dose often 46.1 µM), inactives show at the highest dose activation, usual class: activators; further: potency means the concentration at half of the fitted maximal effect; % of control where 0% means no effect; nearly all actives have a fitted effect of over 65% in size
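Nrf2 activation is followed as ARE-luciferase induction in the AREc32 line after one day of compound treatment; luminescence is read with Steady-Glo.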
CCT modulator = modulators of cytosolic chaperonin (CCT/TRiC) activity; purified chaperonin ATPase assay, HTRF ADP detection, 30 min; activity change, % (no concentration beside the values), hits read low; 0.3% of 360,000 active; in the data active means activity change below about -30%; further: on the % scale 0 is the no-effect control and ±100 the full control effect
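TRiC at 40 or 20 nM final (batch-dependent) in 30 mM Tris pH 7.4, 100 mM KCl, 5 mM MgCl2, 1 mM DTT, with compound at single 76 uM and 10 uM ATP, 30 min at 37 deg C. ADP detected by HTRF Transcreener, 665/615 ratio.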
Nrf2 inh = blocks Nrf2 signaling | A549 ARE-Fluc reporter, luciferase luminescence, 18-24 h | Potency, µM (series often up to 46 µM), for the others: at the top dose activity change, negative = inhibition, hits mostly inhibitors | 2.1% of 360,000 active | AID 504444; further: potency means the concentration at half of the fitted maximal effect; on the % scale 0 is the no-effect control and ±100 the full control effect; nearly all actives have a fitted effect of over 60% in size
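Reporter: ARE-Fluc in A549. Exposure: 18-24 h, 37 °C, 5% CO2, 5% FBS OPTI-MEM. Readouts: fluorescent cytotoxicity (CellTiter-Fluor), then luminescent Nrf2 signal after BugLite.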
Abeta rescue = compounds reversing amyloid beta toxicity in yeast. Potency, µM (doses to about 46.1 µM), for inactives: at the top dose growth rescue, actives largely listed as activators. AID 1347071. yeast expressing A-beta42, growth rescue, OD600, 48 h; response scale: 0% DMSO, 100% iron-clioquinol control. 0.063% of 410,000 active; further: potency means the concentration at half of the fitted maximal effect; nearly all actives have a fitted effect of over 55% in size
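Growth rescue measured by 600 nm absorbance after 48 h yeast culture at 30 C with compound. Values normalized between DMSO and an equimolar ferric chloride plus clioquinol control.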
Akt phos inh = blocks phosphorylation of Akt; Neuro2A IGF-stimulated pAkt S473 HTRF, 20 min; active compounds read low; activity change, % for hits at 50 µM; 0.32% of 360,000 active; in the data active means activity change below about -80%; inconclusive means mostly about -51% to -80%; further: on the % scale 0 is the no-effect control and ±100 the full control effect
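Single-point screen (50 µM final compound) in Neuro2A cells stimulated 20 min with 6 nM IGF at 37 deg C. After lysis, Ser473-phosphorylated Akt read by HTRF (ex 330 nm, em 615/665 nm) as the 665/615 ratio.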
Mm-Cpn inhibitor = M. maripaludis TRiC chaperonin inhibition | purified Mm-Cpn ATPase, ADP Transcreener TR-FRET | Potency, µM (titrated, usually from 76.9 µM), for inactives: top-dose activity, negative = inhibition, most hits filed as inhibitors | 0.031% of 330,000 active | AID 504842; further: potency means the concentration at half of the fitted maximal effect; on the % scale 0 is the no-effect control and ±100 the full control effect; nearly all actives have a fitted effect of over 80% in size
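25 nM Mm-CPN + cpd, 10 min 37°C; + 10 uM ATP, 30 min 37°C; buffer 30 mM Tris pH 7.4, 100 mM KCl, 5 mM MgCl2, 1 mM DTT; Transcreener ADP HTRF detection 30 min RT.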
TGFb inhibitor = inhibitors of TGF-b signaling. 1.2% of 410,000 active. Potency, µM (series often up to 46.1 µM), inactives show at the highest dose activity, negative = inhibition, actives largely listed as inhibitors. HepG2 CAGA-GFP TGF-b/SMAD3 reporter, GFP fluorescence, 18 h; TGF-beta stimulated, 500 pg/mL final; further: potency means the concentration at half of the fitted maximal effect; on the % scale 0 is the no-effect control and ±100 the full control effect; nearly all actives have a fitted effect of over 65% in size
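HEPG2 CAGA-GFP reporter cells (1000/well, DMEM with 1% FBS) received compounds, then recombinant TGF-beta at 500 pg/mL final for 18 hours at 37 degrees C. Per-cell GFP summed per well was normalised to unstimulated and stimulated DMSO controls before curve fitting.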
A549 viability = kills or reduces viability of A549 cells in Nrf2 counter-screen; Potency, µM (top dose mostly 46 µM), without a hit: at the highest dose activity change, negative = cytotoxicity, actives largely listed as inhibitors; 0.16% of 390,000 active; A549 ARE-Fluc cells, CellTiter-Fluor viability, 18-24 h; AID 504648; further: potency means the concentration at half of the fitted maximal effect; on the % scale 0 is the no-effect control and ±100 the full control effect
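A549 ARE_Fluc cells in 5% FBS OPTI-MEM were exposed to compounds in concentration-response for 18-24 h at 37 deg C. Viability was read by CellTiter-Fluor fluorescence (Ex 405/Em 525) after 30 min, before the luciferase read.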
HepG2 tox = HepG2 cytotoxicity, counter-screen for TGF-b inhibitors | HepG2 CAGA-GFP viability, ATP luminescence, 18 h | Potency, µM (top dose mostly 46.1 µM), for the others: at the highest dose activity change, negative = cytotoxicity, hits mostly cytotoxic | 0.76% of 410,000 active; further: potency means the concentration at half of the fitted maximal effect; some results filed as inactive show a strong effect at the top dose
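HepG2 CAGA-GFP cells (1000/well, DMEM with 1% FBS) received compound, then TGF-beta at 500 pg/mL final, and were incubated 18 hours at 37 degrees C. Viability was read by CellTiter-Glo luminescence. Media-only wells were set as complete cell-killing and DMSO as no toxicity.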
* marks the source's active call; other numbers are inactive results; i = inactive; ? = inconclusive; . = no result given; [ ] = dose if it differs, or a comment. Unless noted, the call rests on the fitted dose curve; in most records, active means well fitted curve in the direction sought with a large enough effect; inconclusive means small, poorly fitted or top-dose-only effect, or another doubt; inactive means no such curve, though single readings can be large; an effect the other way counts as inactive or inconclusive. Rows are unselected; 4.3% or so of the library scored in one or more.

SMILES	Nrf2 activator	CCT modulator	Nrf2 inh	Abeta rescue	Akt phos inh	Mm-Cpn inhibitor	TGFb inhibitor	A549 viability	HepG2 tox
Cc1ccc2nc(NC(=O)c3ccc(OCC4CCCO4)cc3)sc2c1 (stereo not given)	8.7%	0.8	?	12%	i	-21%	-5%	?	-19%
OCCC1CN(Cc2ccon2)CCN1Cc1ccccc1 (stereo not given)	3.7%	1.2	5%	4%	i	-2%	?	10%	-1%
CCOC(=O)c1cc2occc2n1CC(=O)NC1CCCCC1C (stereo not given)	0.3%	1.1	-7%	23%	.	0%	-4%	-14%	-9%
CCn1c2ccccc2c2cc(CN3CCN(C(=O)c4ccco4)CC3)ccc21	1.5%	-2.4	.	-9%	i	-6%	-8%	0%	-34%
CCc1ccc(NC(=O)CN2C(=O)C(c3ccc(C)cc3)=NC23CCCCC3)cc1	4.3%	.	?	21%	.	.	.	-14%	-17%
Cc1nnc(N2CCN(c3ccccc3F)CC2)c2c1nnn2Cc1ccccc1Cl	0.2%	.	-19%	-17%	.	.	0%	3%	7%
O=C(CCC(=O)c1ccc(F)cc1)NCC1(N2CCCCC2)CCCCC1	0.3%	0.8	19%	4%	i	0%	-18%	7%	-4%
COc1ccccc1C(=O)COC(=O)c1cccc(-n2cnnn2)c1	4.3%	0.0	2%	-14%	i	-12%	10%	1%	-14%
O=C(Nc1ccccc1)c1sc(N2CCOCC2)nc1-c1ccccc1	-0.3%	2.3	?	-9%	i	-9%	0%	3%	-6%
Brc1ccc2ncnc(Nc3cccc4ccccc34)c2c1	5.9%	1.0	?	-21%	i	-4%	?	0%	-17%
O=C(Oc1ccc(C(=S)N2CCOCC2)cc1Br)c1cc(Cl)ccc1Cl	0.1%	1.8	2%	15%	i	-1%	-19%	-6%	4%
CCN1C(=O)[C@@H]2[C@@H](c3ccc(-c4ccc(OC)cc4)c(OC)c3)N3CCCC[C@@]3(C(=O)OC)[C@@H]2C1=O	-0.1%	-0.1	?	7%	i	-8%	0%	1%	-3%
Cc1ccc(NC(=O)c2ccc(OC(F)F)cc2)cc1S(=O)(=O)N(C)C	0.3%[9.22 µM]	2.0	?	-15%	i	0%	?	-1%	-24%
Cc1ccc(C2(C)NC(=O)N(CC(=O)Nc3cc(S(=O)(=O)N4CCOCC4)ccc3OC(C)C)C2=O)cc1 (stereo not given)	2.8%	0.7	-1%	3%	i	.	-12%	-6%	-2%
CC(c1ccc(F)cc1)n1c(-c2ccc3ccccc3n2)n[nH]c1=S (stereo not given)	-0.4%	-1.3	?	-22%	i	-4%	4%	-12%	3%
OC(COC(c1ccc(F)cc1)c1ccc(F)cc1)CN1CCCC(C(F)(F)F)C1 (stereo not given)	0.0%	-2.2	2%	2%	i	-3%	2%	-7%	5%
Cc1ccc(NCC(=O)N/N=C/c2cc(O)ccc2[N+](=O)[O-])cc1	3.6%	-1.4	19%	1%	i	0%	-6%	1%	-17%
CCN(CC)c1ccc(/C=N/NC(=O)c2c(Cl)c(C)nn2C)cc1	0.3%	0.9	0%	13%	i	-3%	-15%	-1%	-12%
CC1(C)N(OCc2ccccc2)C(=O)C(=O)N(OCc2ccccc2)C1(C)C	-0.3%	-6.0	7%	-1%	i	0%	-19%	1%	-39%
Cn1cc(C(=O)c2ccc(Cl)cc2Cl)cc1C(=O)NN	3.6%	0.7	-10%	13%	i	0%	20%	3%	0%
C#CCCc1cscc1/C=[N+](\[O-])c1ccc(C(=O)OCC)cc1	3.3%	-1.6	?	0%	i	-7%	16%	-1%	-3%
CS(=O)(=O)c1ccc(NC(=O)c2ccccc2-n2cnnn2)cc1	-0.4%	-1.6	5%	4%	i	1%	-4%	-1%	5%
CC1CCCN(c2nc3ccccc3nc2C(C#N)S(=O)(=O)c2cccs2)C1 (stereo not given)	6.3%	-3.1	?	-26%	i	-2%	?	?	-34%
COc1ccc(NC(=O)Nc2cc(C(=O)NCc3ccc(C)cc3)ccc2N2CCCC2)cc1	0.5%	.	.	-13%	.	.	5%	-10%	-7%
CCOC(=O)CCc1c(C)nc2cc(-c3ccc(Cl)cc3)[nH]n2c1=O	0.5%	0.7	12%	-17%	i	1%	5%	-6%	6%
O=C(Cn1cnc([N+](=O)[O-])n1)NCCO	0.1%	-1.9	?	3%	i	0%	21%	0%	1%
O=C(C[C@H]1C(=O)N(C2CCCCC2)C[C@@H]1c1ccccc1)Nc1ccc(Br)cc1	3.1%	-53*	.	13%	i	.	-19%	.	-24%
COc1ccc(-c2cc(C)nc(SCC(=O)c3cccc([N+](=O)[O-])c3)n2)cc1	0.2%	-46*	21µM*	14%	i	-8%	8%	-22%	1%
O=C(NNC(=O)c1cccc2ccccc12)c1ccc(F)cc1	1.9%	-5.1	?	-9%	i	.	6%	6%	-25%
Cc1ccc(S(=O)(=O)N2CCN(C)CC2)cc1-c1nnc2c3ccccc3c(C)nn12	2.8%	-1.4	20%	23%	i	-1%	-15%	2%	-1%
COc1ccc(NC(=O)c2cccnc2Cl)c(S(=O)(=O)N2CCOCC2)c1	-0.9%	-0.7	-11%	-6%	i	2%	-2%	.	5%
COc1ccc(Cl)cc1NC(=O)CN1C(=O)C(C)(C)c2cc(S(=O)(=O)N3CCCCC3)ccc21	5.4%	.	.	-3%	.	.	-14%	0%	3%
COc1ccc(CN2CCN(C(=O)CCC(=O)Nc3nnc(C(C)C)s3)CC2)cc1F	-0.1%	-1.9	?	8%	i	1%	-21%	7%	-16%
CCc1ccccc1NC(=O)CCc1c(C)nc2cc(-c3ccccc3)nn2c1C	-2.1%	.	?	-11%	.	.	?	-17%	1%
COc1ccc(/C(C)=N/NC(=O)CNC(=O)/C=C/c2ccccc2OC)cc1	-0.1%	-4.5	1%	5%	i	4%	-22%	-2%	-5%
Cc1cccc(N2CCN(C(=O)CCn3c(=O)c4cccn4c4cccnc43)CC2C)c1 (stereo not given)	8.2%	.	-9%	3%	.	.	?	-1%	-18%
COc1ccc(-c2nnc3ccc(SCC(=O)N4CCN(c5ccccc5)CC4)nn23)cc1	0.1%	-0.9	-4%	2%	i	.	11%	-14%	6%
Cc1ccc2nc(-c3ccccn3)cc(C(=O)NCCc3ccc(F)cc3)c2c1	-0.6%	-0.1	-16%	-12%	i	0%	-4%	?	33%
Cc1cc(C(=O)NNC(=S)NCc2ccccc2)no1	0.2%	-2.8	-20%	14%	i	1%	9%	-5%	-27%
CN(C)S(=O)(=O)c1cccc(NC(=O)COC(=O)C2CCN(C(=O)c3ccc(F)cc3)CC2)c1	-0.7%	-1.8	17%	9%	i	1%	10%	-5%	9%
C=CCNC(=O)c1ccc(OC2CCN(S(=O)(=O)N(C)C)CC2)cc1	1.6%	-3.2	24%	-5%	i	1%	-1%	-6%	12%
COc1ccc(Nc2nc(OC)nc(N3CCOCC3)n2)cc1	-0.5%	-0.7	6%	1%	i	0%	20%	-1%	-4%
CN(C(=O)c1cccc(NC(=O)Cc2cccc(NC(=O)C3CCN(C(=O)C4CCCC4)CC3)c2)c1)C1CCC1	6.1%	-8.7	-16%	1%	i	.	?	-1%	-4%
CCC(CC)C(=O)N(C)c1c(C)nc2c(OCC3CCCCC3)cccn12	3.6%	0.7	.	0%	i	.	?	.	-45%
NS(=O)(=O)c1ccc(NC(=O)COC(=O)c2cccc(S(=O)(=O)N3CCCC3)c2)cc1	0.8%	-1.0	1%	1%	i	-1%	1%	-2%	8%
CCN1CCN(CCCNC(=O)Cn2nc(C)n3c(cc4c(OC)cccc43)c2=O)CC1	-1.0%	.	2%	-19%	.	.	0%	1%	-14%
CCCSc1cc(=O)n(-c2ccc(F)cc2)nc1C(=O)OCC	-0.2%	0.5	-14%	-35%[inhibitor]	i	0%	-27%	-7%	2%

Arranged by SMILES length (highest first): some entries from above.
SMILES	Nrf2 activator	CCT modulator	Nrf2 inh	Abeta rescue	Akt phos inh	Mm-Cpn inhibitor	TGFb inhibitor	A549 viability	HepG2 tox
CN(C(=O)c1cccc(NC(=O)Cc2cccc(NC(=O)C3CCN(C(=O)C4CCCC4)CC3)c2)c1)C1CCC1	6.1%	-8.7	-16%	1%	i	.	?	-1%	-4%
CN(C)S(=O)(=O)c1cccc(NC(=O)COC(=O)C2CCN(C(=O)c3ccc(F)cc3)CC2)c1	-0.7%	-1.8	17%	9%	i	1%	10%	-5%	9%
NS(=O)(=O)c1ccc(NC(=O)COC(=O)c2cccc(S(=O)(=O)N3CCCC3)c2)cc1	0.8%	-1.0	1%	1%	i	-1%	1%	-2%	8%
COc1ccc(-c2nnc3ccc(SCC(=O)N4CCN(c5ccccc5)CC4)nn23)cc1	0.1%	-0.9	-4%	2%	i	.	11%	-14%	6%
Cc1ccc2nc(-c3ccccn3)cc(C(=O)NCCc3ccc(F)cc3)c2c1	-0.6%	-0.1	-16%	-12%	i	0%	-4%	?	33%
C=CCNC(=O)c1ccc(OC2CCN(S(=O)(=O)N(C)C)CC2)cc1	1.6%	-3.2	24%	-5%	i	1%	-1%	-6%	12%
CCCSc1cc(=O)n(-c2ccc(F)cc2)nc1C(=O)OCC	-0.2%	0.5	-14%	-35%[inhibitor]	i	0%	-27%	-7%	2%
Cc1cc(C(=O)NNC(=S)NCc2ccccc2)no1	0.2%	-2.8	-20%	14%	i	1%	9%	-5%	-27%
